PKA-R1A activ: activates the PKA-R1A holoenzyme complex. AID 504707. PKA-R1A dissociation, Cy5-IP20 fluorescence polarization; scaled: DMSO 0%, 113 µM cGMP 100%. activation, % at 11.4 µM. P00514+P68181. actives 0.083% (n = 340,000);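 active = percent activation above the mean of all tested compounds plus 3 SD, cut at about 19% in these data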;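 also: higher means more PKAc released from R1A so a rise in polarization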
AddAB inh: less growth of phage-infected E. coli with AddAB | E. coli expressing H. pylori AddAB, absorbance growth | inhibition, % at 11.9 µM | actives 0.29% (n = 330,000); in the data active = inhibition above about 12%;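 also: 0% = vehicle wells of infected cells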
HTR5A inv ctr: HTR5A inverse agonism, opioid heterodimer counter-screen. P47898. HTR5A cell line, luminescence. inhibition, % at 9.3 µM. actives 0.083% (n = 340,000); in the data active = inhibition mostly above about 23%, no sharp cut-off; inactive = mostly below about 18%;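 also: 0% = cells with DMSO and 100% = no-cell wells with DMSO; some compounds called inactive have numbers as strong as hits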
Target sequence (P47898 whole entry, looked up): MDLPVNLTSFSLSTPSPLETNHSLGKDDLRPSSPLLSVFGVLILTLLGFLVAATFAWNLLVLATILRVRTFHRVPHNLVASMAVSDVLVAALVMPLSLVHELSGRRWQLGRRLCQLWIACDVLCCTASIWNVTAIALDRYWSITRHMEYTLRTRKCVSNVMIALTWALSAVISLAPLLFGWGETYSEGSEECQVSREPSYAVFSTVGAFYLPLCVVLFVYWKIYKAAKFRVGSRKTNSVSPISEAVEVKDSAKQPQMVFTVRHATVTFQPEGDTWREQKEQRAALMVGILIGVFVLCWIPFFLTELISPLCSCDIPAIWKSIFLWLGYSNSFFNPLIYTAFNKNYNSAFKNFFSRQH
Ecoli viability: reduces bacterial viability in AddAB counter-screen; E. coli V3065 growth, OD600 absorbance, 18 h; inhibition, % at 11.9 µM; actives 0.27% (n = 330,000);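 active = inhibition above the campaign's mean inhibition across all tested compounds plus 3 SD, cut at about 9.9% in these data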;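 also: uninfected addAB+ strain grown without phage in ampicillin broth; 0% = DMSO wells and 100% = ciprofloxacin 0.95 µg/ml wells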
SUMO Mot1 rescue: blocks SUMOylation pathway, rescuing yeast Mot1-301 growth; S. cerevisiae Mot1-301 growth rescue, ATP luminescence, 38.5C; percent above DMSO median, 100 means doubled; growth rescue, % at 18.8 µM; actives 1% (n = 320,000); AID 2716;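 active = every valid replicate shows activation above 250% relative to neutral control wells; inactive = the rest, any valid replicate at or below 250%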;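 also: OY570 slx delta 5 strain wells were the positive control but not used for scaling; some compounds called inactive have numbers as strong as hits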
PfHsp90 set2: reduces growth (ATP signal) of yeast expressing P. falciparum Hsp90. S. cerevisiae expressing PfHsp90, BacTiter-Glo ATP, 48 h; yeast lacking PDR1 and PDR3 efflux regulators. inhibition, % at 9.4 µM. actives 0.32% (n = 310,000);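 active = every replicate shows inhibition above about 80%, whatever the replicate mean, limit read from the data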;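 also: 0% = DMSO neutral controls and 100% = 20 µM radicicol positive controls; yeast relying on Plasmodium falciparum Hsp90 in place of its own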
phage Ecoli inh: E. coli growth loss with phage present; growth absorbance; inhibition, % at 11.9 µM; actives 0.26% (n = 360,000); in the data active = inhibition above about 11%
OPRM1-OPRD1 inv: inverse agonists of human mu-delta opioid receptor heterodimerization | P35372+P41143 | cell-based MOR-DOR heterodimer luminescence, inverse agonism | inhibition, % at 9.3 µM | actives 0.21% (n = 340,000); in the data active = inhibition above about 22%, passing the limit was not always enough;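 also: 0% = cells with DMSO and 100% = wells without cells with DMSO; values of inactives mirror those of a sister screen read the other way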
Pemphigus Ab inh: inhibitors of pemphigus antibody binding to human desmoglein-3; P32926; DSG3-coupled beads, scFv-anti-DSG3-GFP binding, flow cytometry; hits give low values; binding (percent of control), % at 10 µM; actives 0.48% (n = 310,000); AID 588358;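 active = binding more than 3 SD below its plate's average and above zero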;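 also: hits lower antibody fragment binding to DSG3; some compounds called inactive have numbers as strong as hits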
HTR5A ag: activates human HTR5A in OPRM1-OPRD1 agonist counter-screen; P47898; HTR5A agonist assay, luminescence, cell-based; activation, % at 9.3 µM; actives 0.61% (n = 340,000); AID 504692; in the data active = activation mostly above about 9.5%, no sharp cut-off; inactive = mostly below about 7.6%;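 also: 0% = cells with vehicle only and 100% = reference agonist; strong numbers were not always called active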
OPRM1-OPRD1 ag: agonists of human mu-delta opioid receptor heterodimerization | P35372+P41143 | cells, OPRM1-OPRD1 heterodimerization, luminescence | activation, % at 9.3 µM | actives 0.3% (n = 340,000); in the data active = activation above about 18%;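 also: 0% = vehicle-treated cells and 100% = reference agonist; values of inactives mirror those of a sister screen read the other way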
Numbers without * were called inactive; i = inactive; . = not tested or not shown. No enrichment for hits, and some 3.2% of all compounds hit somewhere here.

The first 2 records as a preview:
SMILES	PKA-R1A activ	AddAB inh	HTR5A inv ctr	Ecoli viability	SUMO Mot1 rescue	PfHsp90 set2	phage Ecoli inh	OPRM1-OPRD1 inv	Pemphigus Ab inh	HTR5A ag	OPRM1-OPRD1 ag
Cc1ccc(NC(=O)OC(C)N2CCCCC2)cc1NC(=O)OC(C)N1CCCCC1 (stereo unspecified)	-8	.	-12	.	.	-16	1.9	-1	125	3	0.3
CCO[C@@H]1OC(C(=O)NC2CC2)=C[C@H](C)[C@H]1CCCO	1	2.8	-6	1.0	-11	16	2.1	6	107	7	-1.1

The listing, from the first entry:
SMILES	PKA-R1A activ	AddAB inh	HTR5A inv ctr	Ecoli viability	SUMO Mot1 rescue	PfHsp90 set2	phage Ecoli inh	OPRM1-OPRD1 inv	Pemphigus Ab inh	HTR5A ag	OPRM1-OPRD1 ag
Cc1ccc(NC(=O)OC(C)N2CCCCC2)cc1NC(=O)OC(C)N1CCCCC1 (stereo unspecified)	-8	.	-12	.	.	-16	1.9	-1	125	3	0.3
CCO[C@@H]1OC(C(=O)NC2CC2)=C[C@H](C)[C@H]1CCCO	1	2.8	-6	1.0	-11	16	2.1	6	107	7	-1.1
O=C(Cc1ccc(S(=O)(=O)N2CCOCC2)s1)Nc1ccc(S(=O)(=O)N2CCCCC2)cc1	0	2.6	11	1.8	1	-5	.	-11	99	4	2.3
C/C(CC(=O)Nc1ccc(N(C)C)cc1)=N\NC(=O)c1ccccc1F	1	.	11	.	i	-3	1.5	5	107	-4	-0.9
O=S(=O)(Cc1cc(Cl)nc(-c2ccncc2)n1)c1ccccc1	-5	-0.2	-2	-2.6	19	-2	3.5	-3	101	1	0.5
O=C(CNC(=O)c1cccs1)c1ccc([N+](=O)[O-])cc1	6	2.9	-1	-0.3	4	18	2.0	-11	100	0	2.1
O=C(c1ccccc1)N1CCN(c2ccccc2F)CC1	-3	0.6	-14	-1.4	14	.	0.9	7	.	0	-1.3
COc1ccc(-c2ccc(=O)n(CC(=O)Nc3ccc(C(=O)NC4CC4)cc3)n2)cc1OC	-1	0.7	25	0.8	-7	-15	2.3	1	97	-4	-0.2
O=C(COc1ccccc1)NCc1ccc(-n2cccc2)cc1	-4	0.4	-16	-0.9	-9	.	4.4	13	84	3	-2.1
Cc1cc(Br)ccc1NS(=O)(=O)c1c(C)[nH]c(=O)[nH]c1=O	-4	0.7	4	1.4	-1	19	1.0	24	100	-1	-5.3
CCOC(=O)C1(CCOC)CCN(C(=O)c2ccccc2-c2cccc(C)c2)CC1	-9	2.4	-6	-0.1	9	8	-0.5	20	98	3	-4.0
COc1ccc(NC(=O)CN2C(=O)NC3(CCCCCCC3)C2=O)cc1	-6	.	16	.	.	.	4.3	10	96	1	-1.6
CCOCCn1ccc2c(OCC(=O)Nc3ccc(OC)cc3OC)cccc2c1=O	-7	1.0	0	-1.6	11	9	1.3	17	105	0	-3.6
CCc1nnc(NC(=O)CCc2ccc(C)o2)s1	-18	-1.1	-5	-0.3	6	.	0.9	7	99	-3	-1.3
COc1cccc(NC(=O)CN2C(=O)CSc3ccc(S(=O)(=O)N4CCOCC4)cc32)c1	12	4.9	-13	-1.0	13	17	2.4	13	88	1	-2.4
CCOC(=O)c1cc(CC)sc1N1C(=O)CC(Sc2ncccc2C(=O)O)C1=O (stereo unspecified)	1	-1.2	30	-1.6	-7	-6	3.5	9	96	-4	-1.8
O=C(O)C(Cc1ccccc1)N1C(=O)c2c(Cl)c(Cl)c(Cl)c(Cl)c2C1=O (stereo unspecified)	-12	0.7	-7	0.5	1	-10	3.2	11	.	7	-2.2
COC(=O)c1ccccc1S(=O)(=O)N1CCC(C(=O)NCC2CCCO2)CC1 (stereo unspecified)	0	0.4	0	-1.3	.	9	2.8	14	112	0	-2.8
C[C@H](CO)N1C[C@H](C)[C@@H](CN(C)S(C)(=O)=O)Oc2ccc(NC(=O)CCN3CCOCC3)cc2C1=O	-7	2.5	-2	0.5	.	-4	2.8	8	96	1	-1.7
O=C1[C@@H]2Cc3c([nH]c4ccccc34)C(c3ccccc3)N2C(=O)CN1CCO (stereo partly specified)	-5	-0.9	11	-2.5	3	19	3.4	15	104	-3	-3.4
CCN1CCN(c2cc(=O)n(C3CCCCC3)c(=O)[nH]2)CC1	-4	-1.4	-21	1.6	-9	4	2.4	6	104	2	-1.0
O=C(c1ccc2c(c1)N(Cc1cccc(Cl)c1)C(=O)c1ccccc1S2(=O)=O)N1CCN(c2ccccn2)CC1	-13	0.7	-1	-1.2	-4	-15	2.3	-15	96	4	2.9
CC(=O)c1ccc(S(=O)(=O)NCCC(=O)OCC(=O)N2CCCC2=O)cc1	-3	-3.1	-10	-0.1	2	17	1.6	18	99	4	-3.5
Cn1cnc2c1c(=O)n(Cc1cccc(Br)c1)c(=O)n2C	-8	-0.6	7	-1.5	12	5	3.0	12	.	2	-2.3
O=C(Nc1cccc(F)c1)N1CC=C(c2ccc(Cl)cc2)CC1	-10	3.4	-6	1.1	19	10	3.5	-5	109	2	1.0
Other structures
SMILES	PKA-R1A activ	AddAB inh	HTR5A inv ctr	Ecoli viability	SUMO Mot1 rescue	PfHsp90 set2	phage Ecoli inh	OPRM1-OPRD1 inv	Pemphigus Ab inh	HTR5A ag	OPRM1-OPRD1 ag
c1cncc(CNc2ncnc3ccc(-c4cccnc4)cc23)c1	-10	1.9	-5	0.0	-28	-10	-0.6	11	101	4	-2.0
O=C(c1c[nH]c2ccc(F)cc2c1=O)N1CCCCCC1	-5	1.4	11	0.9	0	20	0.6	6	103	1	-1.1
Cc1ccccc1NC(=O)NNC(=O)c1ccc2ccccc2c1O	-5	5.9	-13	6.0	296	-7	6.4	10	.	0	-1.5
CSc1cccc(NC(=S)N2CCC(c3ccccc3)C2)c1 (stereo unspecified)	-8	2.3	-3	-0.9	37	12	0.7	-3	114	1	0.7
CCOC(=O)c1cnc2c(Cl)cccc2c1NCCCN1CCOCC1	-17	1.8	19	1.5	11	5	-0.1	9	135	-6	-1.8
CN(CC(=O)Nc1c(Cl)cccc1Cl)C(=O)CC1OC(=O)c2ccccc21 (stereo unspecified)	6	1.6	0	1.6	0	16	6.4	4	.	0	-0.9
CN(C)CCC(O)(c1ccccc1)c1ccccc1	-19	1.3	29	-1.4	6	-3	.	7	102	1	-1.2
OCCC1CN(Cc2ccccc2O)CCN1CCc1ccccc1 (stereo unspecified)	-2	-0.9	-17	2.6	173	11	2.8	-15	101	-3	2.9
Cc1cc(C(=O)Nc2ccc(Br)cc2F)n(-c2ccccc2)n1	5	-0.6	-5	0.2	-9	-7	0.7	12	95	1	-2.1
Cc1cccc(-n2c(N)cc(=O)[nH]c2=S)c1	1	0.1	-28	-2.2	29	.	3.1	19	107	1	-3.3
Cc1ccc(-c2nn(-c3ccccc3)cc2CC(=S)N2CCOCC2)cc1	-7	1.2	-6	-1.7	8	-2	2.4	-9	94	2	2.0
COc1ccccc1NC(=O)c1nc(S(=O)(=O)Cc2ccccc2)ncc1Cl	5	4.0	-8	-1.9	-1	21	1.6	14	101	2	-2.7
COC(=O)C1CCN(C(=O)c2ccccc2NC(C)=O)CC1	-4	1.5	-27	-4.0	-16	.	3.5	3	.	0	-0.6
Cn1c2ccc(F)cc2c2nnc(SCCN3CCCCC3)nc21	-1	.	5	.	.	-4	5.1	7	97	-1	-1.3
O=C(Oc1cccc2c(O)cccc12)c1ccccc1Cl	2	.	-17	.	.	6	0.1	-40	101	6	7.7
O=C(NC(=S)Nc1ccccc1N1CCCC1)c1ccc([N+](=O)[O-])cc1	-2	1.2	-5	1.7	407*	20	-2.4	-12	101	0	2.5
Cc1ccc(C(c2nnnn2CC2CCCO2)N2CCN(c3cccc(C)c3C)CC2)cc1 (stereo unspecified)	-8	0.2	-14	0.4	21	7	-1.3	4	103	-2	-1.0
Cc1cccc(NS(=O)(=O)c2ccc(NC(=O)CN(c3cc([N+](=O)[O-])ccc3C)S(C)(=O)=O)cc2)c1	-5	2.1	-23	3.4	-28	9	4.0	-4	109	2	0.8
O=C(c1ccc(C(F)(F)F)cc1)C1CCCN(C(=O)Cn2cnnn2)C1 (stereo unspecified)	-3	1.9	5	-1.4	-14	5	0.9	11	100	-5	-2.1
O=C(Nc1ccc2c(c1)oc1ccccc12)c1cccnc1	-6	1.1	12	0.0	11	39	3.2	9	.	-5	-2.2
C=CC[C@H](CC(=O)NCCO)C(=O)N[C@@H](COC(=O)[C@@H](CC=C)Cc1ccc(F)cc1)Cc1ccccc1	-11	-1.2	-9	-1.8	1	4	1.6	10	105	-1	-2.2
CC(C)c1[nH]nc2c1C(c1ccc(OC(=O)c3ccco3)cc1)C(C#N)=C(N)O2 (stereo unspecified)	-12	0.1	-5	-3.8	1	-15	3.6	7	105	-1	-1.3
O=C(c1ccc2c(=O)n(C3CCCC3)c(=S)[nH]c2c1)N1CCc2ccccc21	-24	3.0	11	-2.9	-8	109*	0.2	7	.	-1	-1.3
Cc1ccccc1OCc1nc2ccccc2c(=O)n1/N=C/c1cn[nH]c1-c1ccccc1	-1	-2.9	-25	-0.3	-3	4	1.6	-43	95	3	8.1
CC(=O)c1cnn(-c2cc(Oc3cccc(C)c3)ncn2)c1C	-3	3.8	14	1.2	7	-12	2.9	-26	97	-6	4.7
CCn1c(CNC(=O)c2ccc(Cl)cc2)nnc1SCC(=O)NC1=NCCS1	-6	0.8	-7	-0.3	36	-10	1.4	-4	125	2	0.5
COc1ccc(NS(=O)(=O)c2cccc(C(=O)NNC(=O)c3ccccc3O)c2)cc1	-6	5.5	-1	1.5	147	.	0.2	8	102	3	-1.4
CCOC(=O)N1CCN(C(=O)CSc2ncccn2)CC1	-4	6.1	2	0.8	-8	.	2.9	10	103	2	-1.9
Cc1ccc(C(=O)NCCNC(=O)CN2CCCC2)cc1	3	6.5	1	4.0	-7	9	1.1	7	102	1	-1.2
CCOC(=O)/C(=N\Nc1ccccc1)c1csc(Nc2ccc(C)cc2)n1	-3	0.3	-5	-2.3	-16	-12	0.7	-10	93	2	1.7

One compound at a time, as listed above. Screens in order: PKA-R1A activ | AddAB inh | HTR5A inv ctr | Ecoli viability | SUMO Mot1 rescue | PfHsp90 set2 | phage Ecoli inh | OPRM1-OPRD1 inv | Pemphigus Ab inh | HTR5A ag | OPRM1-OPRD1 ag
CCOC(=O)c1cnc2c(Cl)cccc2c1NCCCN1CCOCC1 across the screens: -17 | 1.8 | 19 | 1.5 | 11 | 5 | -0.1 | 9 | 135 | -6 | -1.8
CSc1cccc(NC(=S)N2CCC(c3ccccc3)C2)c1 (stereo unspecified) across the screens: -8 | 2.3 | -3 | -0.9 | 37 | 12 | 0.7 | -3 | 114 | 1 | 0.7
CC(C)c1[nH]nc2c1C(c1ccc(OC(=O)c3ccco3)cc1)C(C#N)=C(N)O2 (stereo unspecified) across the screens: -12 | 0.1 | -5 | -3.8 | 1 | -15 | 3.6 | 7 | 105 | -1 | -1.3
Cc1cccc(-n2c(N)cc(=O)[nH]c2=S)c1 across the screens: 1 | 0.1 | -28 | -2.2 | 29 | . | 3.1 | 19 | 107 | 1 | -3.3
OCCC1CN(Cc2ccccc2O)CCN1CCc1ccccc1 (stereo unspecified) across the screens: -2 | -0.9 | -17 | 2.6 | 173 | 11 | 2.8 | -15 | 101 | -3 | 2.9
